# High-throughput results (PubChem BioAssay)
# TROY NFkB inh: inhibitors of TROY-driven NF-kB signaling, primary screen, Q293 LMP1-TROYcd cells, NF-kB luciferase, uHTS; inhibition, % at 10 µM; Q293 LMP1-TROYcd NF-kB luciferase reporter, 4 h; AID 1347056, 2019; 360,000 compounds, 0.98% hits;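 active = compounds whose plate-normalised and pattern-corrected inhibition of the luciferase reporter signal at the single screening dose is 50% or more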
# NCOA1 inh: SRC1 coactivator transcriptional activity inhibitors, primary screen, cell-based, luminescence. Nuclear receptor coactivator 1 (Homo sapiens), Q15788. HEK293 GAL4-SRC1 luciferase reporter. inhibition, % at 3.6 µM. 360,000 compounds, 0.12% hits;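 active = inhibition above the campaign mean plus 3 SD, with each screening campaign given its own cutoff, cut at about 60% in these data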;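 note: 0% = DMSO treated cells and 100% = gossypol at 36 µM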
# COUP-TFII inh: NR2F2 transcriptional activity inhibitors, primary screen, cell-based, luciferase reporter, HEK293T, luminescence; inhibition, % at 8.6 µM; HEK293T NGFI-A luciferase reporter; 370,000 compounds, 0.7% hits;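 active = inhibition above a per-plate cutoff, mean inhibition of test wells between control levels plus 3 SD, cut at about 38% in these data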;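 note: cells cotransfected with COUP-TFII expression vector driving the NGFI-A reporter; 0% = median of COUP-TF2 test wells and 100% = reporter-only cells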
# TLR9-MyD88 block: inhibitors of TLR9-MyD88 association in cells, primary screen, cell-based, CHO, BLA complementation, fluorescence; Toll-like receptor 9 (Homo sapiens) + Myeloid differentiation primary response protein …; inhibition, % at 4.98 µM; AID 504734, 2011; CCF4 FRET ratio; 340,000 compounds, 0.21% hits;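 active = inhibition above the mean over all tested compounds plus 3 SD, cut at about 21% in these data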;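 note: 0% = DMSO only wells and 100% = clavulanate BLA inhibitor control wells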
# Target sequence (Q99836 whole entry, looked up): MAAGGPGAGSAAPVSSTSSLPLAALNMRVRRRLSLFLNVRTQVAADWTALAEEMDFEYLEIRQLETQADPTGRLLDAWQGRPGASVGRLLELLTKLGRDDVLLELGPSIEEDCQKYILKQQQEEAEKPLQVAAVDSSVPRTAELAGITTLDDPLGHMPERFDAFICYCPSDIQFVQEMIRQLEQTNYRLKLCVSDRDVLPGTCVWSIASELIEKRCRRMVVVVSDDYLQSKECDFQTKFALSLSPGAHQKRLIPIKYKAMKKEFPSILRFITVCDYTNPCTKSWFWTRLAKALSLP
# Target sequence (Q9NR96 whole entry, looked up): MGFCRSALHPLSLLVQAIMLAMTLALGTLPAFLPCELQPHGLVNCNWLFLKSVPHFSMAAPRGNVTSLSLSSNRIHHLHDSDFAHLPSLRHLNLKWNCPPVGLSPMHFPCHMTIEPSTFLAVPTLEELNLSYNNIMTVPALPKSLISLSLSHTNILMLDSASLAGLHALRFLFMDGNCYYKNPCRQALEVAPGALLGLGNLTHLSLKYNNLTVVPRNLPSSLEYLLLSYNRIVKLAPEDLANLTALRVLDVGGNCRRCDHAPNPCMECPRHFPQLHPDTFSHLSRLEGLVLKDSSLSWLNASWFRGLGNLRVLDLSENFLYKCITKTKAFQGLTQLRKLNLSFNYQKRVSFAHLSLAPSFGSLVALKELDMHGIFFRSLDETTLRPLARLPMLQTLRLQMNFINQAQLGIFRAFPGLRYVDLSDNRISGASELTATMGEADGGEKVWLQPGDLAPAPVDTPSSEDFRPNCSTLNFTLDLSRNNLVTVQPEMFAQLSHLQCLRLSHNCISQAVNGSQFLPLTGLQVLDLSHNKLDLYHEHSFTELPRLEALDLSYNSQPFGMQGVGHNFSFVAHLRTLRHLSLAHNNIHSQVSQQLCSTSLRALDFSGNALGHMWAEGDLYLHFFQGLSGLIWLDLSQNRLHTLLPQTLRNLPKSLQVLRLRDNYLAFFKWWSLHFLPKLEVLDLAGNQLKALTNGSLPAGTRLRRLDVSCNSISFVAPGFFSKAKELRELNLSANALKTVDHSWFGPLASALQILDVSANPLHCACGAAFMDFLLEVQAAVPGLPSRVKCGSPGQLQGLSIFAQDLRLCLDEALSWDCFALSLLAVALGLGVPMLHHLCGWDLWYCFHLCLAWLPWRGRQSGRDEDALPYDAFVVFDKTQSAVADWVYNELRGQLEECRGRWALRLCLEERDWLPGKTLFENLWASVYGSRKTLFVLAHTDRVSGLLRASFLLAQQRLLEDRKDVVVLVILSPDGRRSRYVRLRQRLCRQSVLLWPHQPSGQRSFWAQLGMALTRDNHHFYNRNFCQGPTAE
# TWEAK Fn14 block: inhibitors of TWEAK-Fn14 signaling, primary screen, luciferase reporter cells, uHTS | 360,000 compounds, 2% hits | TWEAK-stimulated Fn14 reporter cells, luciferase luminescence, 8 h | inhibition, % at 10 µM; in the data active = inhibition above about 50%
# EBV LMP1 NFkB: EBV LMP1-driven NF-kappaB luciferase reporter inhibitors, primary screen, cell-based, luminescence, single point. LMP1-induced NF-kappaB luciferase reporter cells. inhibition, % at 12.5 µM. 350,000 compounds, 0.69% hits. AID 504558, 2011; in the data active = inhibition above about 41%;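 note: 0% = neutral control wells and 100% = reference inhibitor control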
# NOD2-RIPK2 inh: NOD2-RIPK2 binding disruptors in cells, primary screen, fluorescence, CHO cells, BLA complementation | Receptor-interacting serine/threonine-protein kinase 2 (Homo sapiens), O43353 | CCF4 ratio | inhibition, % at 4.98 µM | 360,000 compounds, 0.38% hits; in the data active = inhibition above about 21%;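 note: 0% = vehicle only and 100% = reference blocker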
# NR5A2 inv ag: LRH-1 (NR5A2) inverse agonists, primary screen, cell-based, luminescence, HEK293T, StAR-luciferase reporter; 360,000 compounds, 0.13% hits; Nuclear receptor subfamily 5 group A member 2 (Homo sapiens), O00482; inhibition, % at 3.6 µM; AID 602396, 2012; LRH-1 transfected, 24 h;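 active = inhibition above the mean inhibition of all tested compounds plus 3 SD, cut at about 73% in these data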;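 note: 0% = DMSO wells and 100% = reporter-only cells lacking LRH-1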
# SRC2 inh: inhibition of GAL4-SRC2 driven luciferase reporter, primary screen, SRC2 inhibitor project, cell-based, luminescence | inhibition, % at 9 µM | AID 651957, 2012 | Nuclear receptor coactivator 2 (Homo sapiens), Q15596 | 370,000 compounds, 0.17% hits | HEK293 GAL4-SRC2 luciferase reporter;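 active = inhibition above the mean inhibition of all tested compounds plus 3 SD, set per campaign, cut at about 52% in these data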;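 note: 0% = DMSO treated cells and 100% = cells given Gossypol at 36 µM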
# NCOA3 inh: SRC3 coactivator transcriptional activity inhibitors, primary screen, cell-based, luminescence; Nuclear receptor coactivator 3 (Homo sapiens), Q9Y6Q9; HEK293 GAL4-SRC3 luciferase reporter; inhibition, % at 3.6 µM; 360,000 compounds, 0.17% hits; AID 588352, 2011;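 active = inhibition above a per-campaign cutoff, the mean of all compounds plus 3 SD, cut at about 60% in these data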;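 note: 0% = DMSO-treated cells and 100% = gossypol-treated cells at 36 µM; higher means less SRC3-driven luciferase light from the GAL4 reporter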
# C8 TRAIL sens: viability loss with TRAIL in NB7+C8 cells, primary screen, TRAIL sensitizer project, cell-based, ATPlite luminescence; inhibition (viability loss, TRAIL sensitization), % at 10 µM; 360,000 compounds, 1% hits;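 active = compounds causing at least 50% loss of cell viability in the single-dose screen, relative to plate controls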
# Starred values were filed as active, the others as inactive; / = no result given.
SMILES,TROY NFkB inh,NCOA1 inh,COUP-TFII inh,TLR9-MyD88 block,TWEAK Fn14 block,EBV LMP1 NFkB,NOD2-RIPK2 inh,NR5A2 inv ag,SRC2 inh,NCOA3 inh,C8 TRAIL sens
CC(CNC(=O)COc1ccccc1)OC(=O)Nc1ccc(Cl)c(Cl)c1 (stereo unspecified),6.9,10.5,17.1,4.4,-7.6,2.8,2.5,18.5,-8.1,5.1,2.8
COc1cccc(CNC(=O)C2CSC3(C)CCC(=O)N23)c1 (stereo unspecified),-0.7,-10.3,-2.5,7.8,4.8,4.3,0.2,-9.2,-12.2,5.1,-2.8
CCSc1nnc(NC(=O)CC(C)C)s1,-33.7,-10.1,-21.8,2.6,-2.0,-15.2,-4.8,-10.4,-4.4,-17.9,-0.3
CCOC(=O)C(NC(=O)c1ccccc1)(Nc1nnc(C)s1)C(F)(F)F (stereo unspecified),2.1,-6.6,-2.4,-2.6,-12.2,-9.5,-10.4,18.7,-27.2,3.5,1.3
Cn1c(N)c(C(=O)COC(=O)COc2ccccc2C#N)c(=O)n(C)c1=O,-1.9,9.2,5.2,2.1,-22.5,2.6,5.2,9.4,4.9,9.8,-4.5
COc1ccc(-c2nnc(NC(=O)C3CCCO3)s2)cc1 (stereo unspecified),-32.5,-68.4,-27.6,-10.0,-6.1,-7.5,1.1,-89.7,-65.5,-63.6,25.3
Cc1nnc(NC(=O)CSc2nnc(C)n2-c2ccc(F)cc2)s1,20.6,10.7,-5.4,-0.9,1.4,-0.4,0.4,-1.2,-0.4,8.6,-1.4
Cc1cc(CNC(=O)COc2cc(F)ccc2[N+](=O)[O-])c2ccccc2n1,7.0,4.0,-4.5,-13.7,76.7*,7.1,-12.5,18.9,-1.8,17.2,-15.0
CC(=O)C1=C(O)C(=O)N(Cc2ccco2)C1c1ccccc1 (stereo unspecified),5.5,7.9,-11.5,2.8,5.0,-2.6,-9.2,4.0,-20.9,-35.0,-10.0
Cc1ccc2nc(-c3ccc(SCC(=O)O)nc3)[nH]c2c1,6.5,-20.2,-34.9,2.5,28.1,12.4,-1.1,-7.2,4.7,1.4,48.0
CN(CC(=O)Nc1c(Cl)cccc1Cl)C(=O)CCc1nc2sc3c(c2c(=O)[nH]1)CCCC3,-2.5,-29.5,9.5,8.8,-5.8,-2.3,6.5,-6.0,-10.3,6.1,2.0
CCOC(=O)COc1nc(N(C)C)nc(N(C)C)n1,0.6,-0.4,9.7,-6.0,-3.6,-8.8,-2.7,4.0,-21.9,4.2,-2.8
O=C(Nc1ccc(Br)c(C(F)(F)F)c1)c1ccccc1,23.6,-26.7,-5.8,0.1,20.3,1.2,1.7,-5.2,-53.2,-21.7,3.5
Cc1ccc(NC(=O)COc2ccc3oc4c(c3c2)CCCC4)nc1,-9.3,9.1,-0.2,-0.5,-24.2,-1.2,-0.5,-1.1,6.0,6.9,5.0
CCCn1c(=N)c(C(=O)NCc2ccc3c(c2)OCO3)cc2c(=O)n3cccc(C)c3nc21,-7.8,3.3,-15.8,3.8,-38.4,-10.3,0.7,18.2,15.2,0.8,-2.6
COc1cc(C(=O)C(=O)N2CCN(c3ccccc3)CC2)cc2ccccc12,/,/,-17.3,/,/,/,-2.1,-2.4,7.9,/,-13.7
C=CCNC(=O)c1ccsc1N,/,/,12.1,/,/,/,-9.9,-7.1,-2.3,/,2.1
Nc1cc2c(cc1C(=O)c1cccc(Br)c1)OCCO2,8.9,2.5,2.6,7.9,22.8,-4.9,-9.4,8.1,1.7,-6.1,-5.6
COc1ccc(CN2C(=O)c3cccc4cccc(c34)C2=O)cc1,7.4,7.3,14.4,2.9,-29.9,-4.1,-8.7,7.4,14.9,15.9,13.8
COc1ccc(OCC(=O)OC(C)CN2CCOCC2)cc1 (stereo unspecified),-4.8,-0.8,14.2,4.4,-7.0,-4.1,-1.1,15.2,-21.2,6.3,-3.7
O=C(CCl)N1c2ccccc2CCc2ccccc21,11.6,-29.2,4.5,-10.6,19.9,-8.3,4.5,27.2,39.8,7.0,95.2*
COc1ccc(NC(=O)CCCn2nc(C)c3c(C)n(-c4ccccc4)nc3c2=O)cc1OC,-8.3,-0.2,2.0,-1.7,-24.6,-16.3,8.0,5.8,-21.7,-13.7,2.1
CCC(=O)c1ccc(OCC(=O)Nc2ccccc2C(=O)N2CCCCC2)cc1,-2.0,-9.0,20.8,-3.1,13.6,4.4,-8.8,-4.0,17.9,13.1,-5.5
COc1ccc(S(=O)(=O)Nc2ccccc2-c2nc3ccccc3[nH]c2=O)cc1,-24.2,10.9,11.1,3.6,-9.9,0.4,2.5,7.8,-6.5,8.6,1.1
Cc1[nH]n(-c2ccccc2)c(=O)c1C(c1cccc([N+](=O)[O-])c1)c1c(C)[nH]n(-c2ccccc2)c1=O,9.8,-2.7,25.4,10.8,32.6,-2.1,1.3,-3.3,-3.2,11.1,10.7
Cc1noc(C)c1C(=O)NCCC1=CCCCC1,3.3,-6.4,3.7,3.0,5.3,-7.4,-5.0,-25.7,-20.0,10.1,-10.7
Cc1cc([N+](=O)[O-])nn1CCCC(=O)NC(C)c1ccccc1 (stereo unspecified),10.3,3.2,14.4,-4.6,-4.8,-5.6,-2.2,6.3,-7.5,20.4,-1.0
NC(=O)c1ccc(NC(=O)COC(=O)/C=C/c2cn(-c3ccccc3)nc2-c2cccnc2)cc1,-0.3,11.7,-10.0,-1.5,-39.2,18.2,-12.8,4.7,-2.0,11.8,-3.9
O=C(NC1CCCC1)C(c1ccncc1)N(C(=O)c1csnn1)c1ccc(F)cc1 (stereo unspecified),-0.7,-12.7,15.2,10.1,7.0,-9.2,-10.3,-4.6,-10.2,-9.4,-7.7
Cn1cc(/C=C2\SC(=S)N(NC(=O)c3cccc(Cl)c3)C2=O)c2ccccc21,2.7,1.6,3.3,-13.4,-1.2,-12.5,-7.9,-1.9,3.5,11.2,-3.2
COC(=O)c1cc(S(=O)(=O)NCC2CCN(Cc3ccccc3F)CC2)c[nH]1,2.1,-3.2,16.1,0.6,-10.2,0.9,-7.9,8.1,-9.8,-3.5,-9.1
O=[N+]([O-])c1cccc(NC(=S)N2CCN(S(=O)(=O)c3ccccc3)CC2)c1,-1.0,-13.3,6.2,5.7,9.5,-10.2,-4.0,21.4,3.9,4.7,-3.9
CN1CCN(c2oc(Cc3cccc4ccccc34)nc2C#N)CC1,11.1,13.9,-16.6,-5.3,-10.0,-1.8,6.0,-10.0,-4.6,15.6,10.7
FC(F)(F)c1cccc(CN2CCC(c3cc(-c4cccs4)n[nH]3)CC2)c1,22.0,-12.0,-9.4,8.3,0.2,26.6,-1.0,-0.9,-8.4,4.7,-4.9
O=C(N/C(=C/C=C/c1ccccc1)C(=O)N1CCOCC1)c1ccccc1Cl,-15.2,13.5,-3.1,0.4,-11.2,-7.4,-2.1,19.1,-14.2,8.7,-8.0
C#CCNC(=O)C1=C[C@@H](C2CCCCC2)C[C@@H](OCc2ccc(CO)cc2)O1,-13.9,-4.9,-5.5,1.8,-8.0,-5.6,15.4,-22.5,-21.9,-13.8,-5.2
O=C(COC(=O)Cn1cnc2ccccc21)Nc1ccc(Br)cc1,13.2,5.0,-11.3,-4.9,9.9,5.3,-0.2,10.9,-7.4,14.8,-9.1
COc1ccc(/C=C/C(=O)c2ccc([N+](=O)[O-])o2)cc1,-4.2,7.9,9.9,1.3,53.8*,-51.3,-2.7,13.2,11.8,0.0,51.2*
CC1(C)CC(=O)c2cc(OCC(=O)NCCN3CCCc4ccccc43)ccc2O1,-3.3,14.2,3.1,-7.4,1.6,5.4,-7.8,-16.2,0.5,10.7,-11.6
O=C(c1ccc(F)cc1)N1CCCC(C(=O)N2CCCCC2)C1 (stereo unspecified),6.5,23.4,7.9,6.4,-8.2,0.4,-0.5,-6.9,-11.2,3.3,7.8
COc1ccc(-c2cc(C(=O)Nc3cc(S(=O)(=O)N4CCOCC4)ccc3N3CCOCC3)c3ccccc3n2)cc1,-5.8,3.8,8.9,-7.0,-0.3,25.5,0.9,-22.3,3.8,10.4,-3.4
CN(C(=O)C1CC1)c1ccccc1,0.2,-17.0,-1.6,-4.1,-12.6,8.1,2.2,-37.3,4.5,-7.0,1.5
Cc1cc(C)nc(SC2c3cccc4cccc(c34)C2NS(=O)(=O)c2ccccc2)n1 (stereo unspecified),10.3,0.7,-10.0,-1.1,8.8,-0.5,-1.7,-1.5,-10.6,4.2,-5.6
COc1ccc(NC(=O)Cn2c3ccccc3c3nc4n(c(=O)c32)CCS4)cc1,3.6,-14.8,-6.0,4.5,-17.4,5.1,4.7,12.6,23.3,11.0,15.8

# Some of the compounds tested, so the mix of outcomes need not match the whole.
